HT1080NT lethal: kills 2HG-producing HT-1080-NT fibrosarcoma cells; HT-1080-NT fibrosarcoma viability, CellTiter-Glo ATP luminescence, 48 h; Potency, µM (series often up to 46.1 µM), for inactives: top-dose activity, negative = less viability, hits mostly cytotoxic; 360,000 tested, 1.6% active; AID 686970;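 also: NT is the 2HG producing partner of a matched IDH1 knockdown line; potency is read from the fitted curve at half-maximal effect; 0% = DMSO-treated cells and -100% = media-only wells without cells; nearly all actives have a fitted effect of over 55% in size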
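Luminescent CellTiter-Glo readout after 48 hours of compound exposure at 37 degrees C defined viability of HT-1080-NT cells. Activity was normalized to DMSO wells and cell-free media wells; concentration-response curves were fitted and assigned curve classes.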
HT1080 IDH1KD tx: kills HT-1080 cells with IDH1 knockdown; 360,000 tested, 2% active; HT-1080 IDH1 knockdown viability, ATP luminescence, 48 h; AID 686971; Potency, µM (titrated, usually from 46.1 µM), inactives show at the top dose activity, negative = toxicity, most hits filed as cytotoxic;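 also: potency is read from the fitted curve at half-maximal effect; 0% = DMSO wells and -100% = cell-free medium wells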
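Viability of IDH1-knockdown HT-1080 fibrosarcoma cells was assessed by CellTiter-Glo after 48 h at 37 °C with titrated compound; concentration-effect curves were classified by fit quality and response size.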
GLP1R ag: GLP-1 receptor (human) agonism. HEK293 GLP-1R CRE-luciferase, luminescence, 4-6 h; cells express a hypersensitive GLP-1R form. 380,000 tested, 0.007% active. P43220. Potency, µM (doses to about 45.6 µM), for inactives: at the top dose activation, usual class: activators; also: potency is read from the fitted curve at half-maximal effect; % of control where 0% means no effect
Target sequence (P43220 whole entry, looked up): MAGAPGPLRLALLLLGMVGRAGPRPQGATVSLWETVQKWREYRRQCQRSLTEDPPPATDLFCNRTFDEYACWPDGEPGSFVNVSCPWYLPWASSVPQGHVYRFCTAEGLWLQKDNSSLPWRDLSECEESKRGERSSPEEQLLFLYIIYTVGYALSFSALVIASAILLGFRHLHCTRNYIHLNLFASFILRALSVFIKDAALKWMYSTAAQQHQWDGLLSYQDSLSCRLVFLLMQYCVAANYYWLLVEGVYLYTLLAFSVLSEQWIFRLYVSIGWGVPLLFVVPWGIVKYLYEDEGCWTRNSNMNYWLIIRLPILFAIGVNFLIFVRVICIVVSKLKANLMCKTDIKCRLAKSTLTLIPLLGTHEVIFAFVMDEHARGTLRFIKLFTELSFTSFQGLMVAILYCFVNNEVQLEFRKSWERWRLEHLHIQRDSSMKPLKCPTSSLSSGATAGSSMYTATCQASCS
D3 antag: antagonists of human D3 dopamine receptor | P35462 | D3R cells, DiscoveRx beta-arrestin luminescence, antagonist mode; stronger effect = lower value | max response, negative = inhibition, % | 360,000 tested, 2.5% active; in the data active = max response below about -50%; inconclusive = no clear call, values can overlap the other calls; also: % is scaled to controls: 0 for no effect and ±100 for the full control effect; mostly tested at two doses, the higher about 12 µM
Target sequence (P35462 whole entry, looked up): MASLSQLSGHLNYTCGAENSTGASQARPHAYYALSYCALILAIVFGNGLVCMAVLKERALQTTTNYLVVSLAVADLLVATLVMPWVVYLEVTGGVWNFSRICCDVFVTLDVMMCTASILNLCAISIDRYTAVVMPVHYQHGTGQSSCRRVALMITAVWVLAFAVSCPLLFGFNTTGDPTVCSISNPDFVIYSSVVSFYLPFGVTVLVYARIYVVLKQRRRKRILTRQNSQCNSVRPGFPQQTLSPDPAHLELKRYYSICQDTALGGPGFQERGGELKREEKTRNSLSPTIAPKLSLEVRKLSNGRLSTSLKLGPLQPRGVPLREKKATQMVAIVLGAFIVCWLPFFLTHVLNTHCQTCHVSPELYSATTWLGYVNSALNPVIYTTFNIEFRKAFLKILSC
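Cells plated overnight at 1500 cells/well, then exposed to library compounds with dopamine controls for 90 minutes at 37 degrees C. DiscoveRx reagent added for 30–60 minutes at room temperature; luminescence read, quantitative HTS format.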
IL1B secr inh: blocks inflammasome-driven IL-1 beta release. THP-1 LPS/ATP IL-1B secretion, AlphaLISA, 16 h; stronger effect = lower value. activity change, % at 57.5 µM. 360,000 tested, 4.7% active. AID 743279; in the data active = activity change below about -50%; inconclusive = mostly about -30% to -49%; also: % is scaled to controls: 0 for no effect and ±100 for the full control effect
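Secreted IL-1B measured by AlphaLISA bead assay after 16 h compound exposure of THP-1 cells; compounds (final up to 57.5 uM) added 1 h before LPS (250 ng/mL) and ATP (1.25 mM) stimulation; lower signal means less secretion.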
KB-V1 cytotox: kills drug-selected multidrug resistant KB-V1 cells; KB-V1 MDR cells viability, CellTiter-Glo, 72 h; Potency, µM (top dose mostly 46.1 µM), for inactives: at the top dose activity change, negative = cytotoxicity, most hits filed as cytotoxic; 400,000 tested, 3.4% active; also: potency is read from the fitted curve at half-maximal effect; % is scaled to controls: 0 for no effect and ±100 for the full control effect; nearly all actives have a fitted effect of over 60% in size
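KB-V1, DMEM (no phenol red) + 10% FBS; cpd pin-transferred, titration series; 72 h, 37 degrees C; CellTiter-Glo, luminescence. Data normalized, curve-fit.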
KB-3-1 tox: kills parental KB-3-1 adenocarcinoma cells; KB-3-1 viability, CellTiter-Glo ATP luminescence, 72 h; Potency, µM (top dose mostly 46.1 µM), for the others: top-dose activity change, negative = cytotoxic, actives largely listed as cytotoxic; 400,000 tested, 1.4% active; AID 1347075; also: potency is read from the fitted curve at half-maximal effect; % is scaled to controls: 0 for no effect and ±100 for the full control effect; nearly all actives have a fitted effect of over 60% in size
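Parental KB-3-1 viability, qHTS format: 72 h compound exposure, 37 °C; CellTiter-Glo; media-only wells and DMSO plates as controls; concentration-effect fits on corrected data.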
SW480 rerep: inducers of DNA re-replication in SW480 colon cancer cells | Potency, µM (titrated, usually from 46.1 µM), inactives show top-dose re-replication activation, usual class: activators | 340,000 tested, 1.8% active | SW480 DNA re-replication, Hoechst DNA content imaging, 48 h | AID 624297; also: potency is read from the fitted curve at half-maximal effect; % of control where 0% means no effect; nearly all actives have a fitted effect of over 55% in size
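Readout is total intensity of Hoechst-stained nuclei, excited at 405 nm and collected at 500-530 nm. Compound treatment lasted 48 hr at 37 C in 5% CO2 before staining.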
DRD3 agonist: agonists of human D3 dopamine receptor; AID 652048; D3R DiscoveRx beta-arrestin cells, luminescence, 90 min; max activation, %; P35462; 410,000 tested, 0.58% active; in the data active = max activation above about 30%; also: 0% is about no effect; mostly tested at two doses, the higher about 12 µM
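Agonist-mode cell screen: cells plated at 1500/well and incubated overnight at 37 °C, then exposed to library compounds for 90 min at 37 °C. Detection reagent was added for 30–60 min at room temperature, and luminescence was read.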
Numbers without * were called inactive; u = inconclusive; x = no result given; [ ] = another dose, or the depositor's remark. Unless noted, calls follow the shape of the dose curve; as a rule, active = well fitted curve in the direction sought with a large enough effect; inconclusive = small, poorly fitted or top-dose-only effect, or another doubt; inactive = no such curve, though single readings can be large; an effect the other way counts as inactive or inconclusive. Rows are unselected; about 12% have a hit in one of these screens.

canonical_smiles | DRD3 agonist | D3 antag | KB-V1 cytotox | SW480 rerep | HT1080 IDH1KD tx | HT1080NT lethal | GLP1R ag | IL1B secr inh | KB-3-1 tox
O=C(COC(=O)/C=C/c1ccco1)NCc1ccccc1 | 5 | -5 | 6% | -7% | 18% | 10% | 1% | -14 | 8%
COc1cccc(NC(=O)CN2C(=O)CSc3ccc(S(=O)(=O)N4CCOCC4)cc32)c1 | 3 | -1 | 2% | 1% | -1% | 5% | 9% | -13 | -2%
O=C(O)CC1(c2ccc(F)cc2)C2CC3CC(C2)CC1C3 (stereo not drawn) | 2 | 0 | 0% | -10% | 0% | -2% | -6% | 22 | -7%
Cc1cccc(N2C(=O)C(Cl)=C(N3CCOCC3)C2=O)c1 | 9 | -9 | 34% | -4%[9.22 µM] | 4% | 17% | -7% | -2 | -1%
Cc1n[nH]c(C)c1S(=O)(=O)N1CCCCCC1 | 3 | 8 | 0% | 4% | 12% | 10% | 2% | 24 | -9%
O=[N+]([O-])/C=C/c1cc2ccccc2[nH]1 | 1 | 21 | 8% | 1% | -3% | -9% | -8% | -4 | 4%
COc1cccc(CN(C)C(=O)c2cc(S(=O)(=O)N3CCCCCC3)ccc2OC)c1 | 5 | 6 | 1% | u | -6% | -10% | -6% | u | -12%
CCCCN1C(=O)C(=O)NC[C@@H]1CCCCN | -18 | -7 | 8% | -16% | -4% | 2% | -3% | -3 | -6%
Cc1occc1-c1nnc(SCC(=O)NC(C)(C)C)n1CC(C)C | 4 | 1 | 3% | 8% | 5% | 5% | 7% | -1 | 1%
COc1ccc(CCNC(=O)c2ccc3c(c2)S(=O)(=O)N=C2CCCCCN23)cc1OC | 3 | -1 | 25% | x | 5% | 3% | -2% | 11 | 5%
Cc1cc(NC(=O)CCC(=O)N(Cc2ccco2)C2(C(=O)NC3CCCCC3)CCN(C)CC2)no1 | -1 | 0 | 7% | -2% | -3% | 15% | -6% | -9 | 1%
O=C(COc1ccc(Cl)cc1Cl)Nc1ccc(Cl)cn1 | -8 | 0 | 3% | -2% | 11% | -1% | -7% | 0 | -4%
C[C@H]1CCCCO[C@H](CN(C)Cc2ccncc2)[C@@H](C)CN([C@@H](C)CO)C(=O)c2cc(NS(=O)(=O)c3ccccc3)ccc2O1 | -2 | 13 | 7% | x | 4% | 1% | 13% | -12 | 16%
Cc1csc2nc(COc3ccccc3NC(=O)c3ccc(C(C)(C)C)cc3)cc(=O)n12 | 10 | x | 7% | x | x | x | 1% | x | -1%
COc1ccc(CCN2C(=O)CC(NNC(=O)c3ccc(F)cc3)C2=O)cc1OC (stereo not drawn) | 6 | 4 | u | -96%[inhibitor] | 2% | 9% | -27% | 1 | 3%
COc1cc(CN2CCC(C(=O)NC(C)(C)C)CC2)ccc1OCc1ccccc1 | 4 | 9 | u | x | -26% | -11% | 9% | u | -5%
CCOc1ccccc1NC(=O)CSC1=C(C#N)C(c2ccco2)C(C(=O)Nc2nc3ccccc3s2)=C(C)N1 (stereo not drawn) | -12 | -17 | -30% | 3.7µM* | 0% | -5% | -14% | 3 | -13%
CC(C)NC(=O)/C(=C/c1ccco1)c1ccccc1 | -5 | -9 | -14% | 0% | -5% | 2% | 1% | -17 | -3%
COc1ccccc1N1CCN(/N=C\C(Br)=C\c2ccccc2)CC1 | -1 | -14 | -2% | u | u | -23% | -1% | -67* | 0%
C/C(=N/NC(=O)c1ccc(Br)o1)C(C)C | 0 | -21 | -2% | 0.52µM* | 8% | 12% | -3% | 0 | 0%
COc1cccc(OCc2nnc(SC)n2C)c1 | 10 | 32 | u | -6% | -6% | 10% | -13% | 1 | 3%
CCN(CC(=O)Nc1ccc(OC)cc1)C(=O)CN1C(=O)NC(C)(c2ccc3ccccc3c2)C1=O (stereo not drawn) | -4 | -14 | 10% | 1% | -10% | -1% | 8% | u | -14%
CCCCC/C=N/NC(=O)c1[nH]c2ccc([N+](=O)[O-])cc2c1C | 7 | -12 | 1% | -8% | u | u | 1% | -23 | -1%
Cc1ccc(CCN2C(=O)c3ccccc3C2C(=O)NCc2cccnc2)cc1 (stereo not drawn) | 1 | -1 | u | -4% | 5% | 11% | 7% | -8 | -6%
O=C(NCc1ccncc1)c1ccc(-c2ccc(F)c(F)c2)c2ccoc12 | 1 | 7 | u | x | u | u | -3% | -16 | -1%

Part of the list above in another layout:
Fields – DRD3 agonist, D3 antag, KB-V1 cytotox, SW480 rerep, HT1080 IDH1KD tx, HT1080NT lethal, GLP1R ag, IL1B secr inh, KB-3-1 tox
Cc1cccc(N2C(=O)C(Cl)=C(N3CCOCC3)C2=O)c1
 : 9, -9, 34%, -4%[9.22 µM], 4%, 17%, -7%, -2, -1%
Cc1n[nH]c(C)c1S(=O)(=O)N1CCCCCC1
 : 3, 8, 0%, 4%, 12%, 10%, 2%, 24, -9%
O=[N+]([O-])/C=C/c1cc2ccccc2[nH]1
 : 1, 21, 8%, 1%, -3%, -9%, -8%, -4, 4%
COc1cccc(CN(C)C(=O)c2cc(S(=O)(=O)N3CCCCCC3)ccc2OC)c1
 : 5, 6, 1%, u, -6%, -10%, -6%, u, -12%
CCCCN1C(=O)C(=O)NC[C@@H]1CCCCN
 : -18, -7, 8%, -16%, -4%, 2%, -3%, -3, -6%
Cc1occc1-c1nnc(SCC(=O)NC(C)(C)C)n1CC(C)C
 : 4, 1, 3%, 8%, 5%, 5%, 7%, -1, 1%

(next part)
canonical_smiles | DRD3 agonist | D3 antag | KB-V1 cytotox | SW480 rerep | HT1080 IDH1KD tx | HT1080NT lethal | GLP1R ag | IL1B secr inh | KB-3-1 tox
C=CCn1c(SCC(=O)N(CC)C2CCS(=O)(=O)C2)nc2scc(-c3ccccc3)c2c1=O (stereo not drawn) | -3 | -2 | 10µM* | -4% | 6% | 2% | 8% | -26 | 7%
Clc1ccc(OCc2nc(-c3ccccn3)n[nH]2)cc1 | -15 | u | 4.6µM* | u | 10µM* | u | 1% | 58 | u
CCc1nc2c(OCc3ccccc3)cccn2c1N(C)C(C)=O | -6 | 10 | 6% | x | 28% | u | 0% | 1 | 0%
CC(=O)c1cccc(NC(=S)Nc2ccn(Cc3cccc4ccccc34)n2)c1 | 6 | -18 | u | -9% | -7% | -27% | 20% | -5 | -11%
Cc1ccc(S(=O)(=O)NC(=O)Nc2cc(C)no2)cc1 | -2 | -17 | 12% | -3% | 0% | 1% | -2% | -16 | 10%
Oc1c(Br)cccc1/C=N/Nc1c(F)c(F)c(F)c(F)c1F | 5 | -6 | 26µM* | -6% | 0% | 1% | -2% | u | u
FC(F)(F)c1ccccc1NC(=S)Nc1cccc(Cl)c1 | -1 | -11 | -6% | -3% | -20% | 3% | 8% | -4 | 7%
COC(=O)c1cc(OC)c(OC)cc1NC(=S)N1CCOCC1 | -2 | -16 | -5% | 2% | -2% | 3% | 0% | -8 | -4%
COc1ccc(-c2cc3ccccc3n2CC(O)Cn2nc(C)cc2C)cc1 (stereo not drawn) | -14 | u | -8% | u | -8% | -12% | -4% | u | -1%
CC1(C(=O)NS(=O)(=O)c2ccc(Cl)s2)CCN1C(=O)c1ccc(C2CCCCC2)cc1 (stereo not drawn) | 11 | 15 | 2% | x | 12% | 0% | 1% | 7 | 0%
COc1ccc(-c2noc(CCC(=O)N3CCN(c4cccc(F)c4)CC3)n2)cc1 | 34* | 100 | -3% | -1% | 3% | -1% | 11% | 0 | 0%
COC(=O)c1cccnc1N1CCN(c2ccccc2F)CC1 | 3 | 16 | u | -10% | 23% | 18% | 0% | -3 | 5%
NC(=O)COc1ccc(C23CC4CC(CC(C4)C2)C3)cc1 | 0 | 14 | 6% | 2% | 1% | -2% | 28% | 35 | 1%
CCOc1ccc(NC(=O)c2ccc3c(c2)C(=O)N(Cc2ccncc2)C3=O)cc1 | 1 | 3 | 1% | -8% | 0% | -3% | 0% | -4 | -2%
Cc1ccccc1N=C(N)Nc1ccccc1C | -3 | 2 | 20% | -9% | -2% | -9% | -8% | 0 | -2%
COC(=O)[C@@H]1C[C@H]2CC[C@H](O)C[C@H]2N1Cc1ccc(Cl)cc1 | 1 | 8 | 17% | -3% | 7% | 9% | -2% | 18 | 0%
O=C(N=C1SC2CS(=O)(=O)CC2N1c1ccccc1F)C1CCCCC1 (stereo not drawn) | -1 | 6 | -3% | -4% | 17% | 13% | -2% | 18 | 24%
O=C(Nc1ccncc1)c1cc(-c2cccc(Br)c2)nc2ccccc12 | 31* | 48 | u | 8% | u | u | -19% | -78* | 21µM*
Cc1ccc(NC(=O)C(=O)NCCN2CCN(C(=O)C(c3ccccc3)c3ccccc3)CC2)cc1 | -9 | 3 | -4% | -1% | 14% | 2% | -9% | u | u
Cc1nn(Cc2ccccc2Cl)c(C)c1C(=O)NC1=NCCS1 | -1 | 19 | 0% | 1% | -11% | -11% | 6% | 10 | 11%
CCOc1cc(/C=C2/NC(=O)N(CC(=O)Nc3cccc(C)c3)C2=O)ccc1OC | -5 | -9 | 9% | -3%[9.22 µM] | -19% | u | 13% | 12 | 3%

Screening data as filed in PubChem BioAssay.
